Growth percent in the NCI-60 one-dose screen (48 h, 10 µM unless noted): 100 = growth as untreated, 0 = no growth, -100 = all killed.
HL-60(TB) = HL-60(TB) leukemia cells | 78,000 compounds, 9% hits; active = growth percent below 10
* hit, by the source's call; & = joins results of further samples. This is a subset, so the mix of outcomes need not match the whole.

SMILES | HL-60(TB)
CCC#CC[C@H](O)C/C=C1/C(=O)C=C[C@@H]1C/C=C\CCCC(=O)OC | 2.2*
C=CC[C@]1(c2ccccc2)C(=O)C(=O)N(Cc2ccc(OC)cc2OC)[C@H]1c1ccc(C(F)(F)F)cc1 | 64
CS(=O)(=O)Oc1ccc(Br)c2cccnc12 | 80
COC(=O)C(CCC(=O)O)N1C(=O)c2ccccc2C1=O (stereo unspecified) | 106
C=CCCCCCCCCC(=O)OCCCC | 99
Nc1nonc1-c1nc2ccccc2n1CC(=O)NCc1ccc(F)cc1 | 97
COc1cc2c(c(OC)c1OC)CCC(c1cccc(C(=O)Nc3cccc(Cl)c3)c1)O2 (stereo unspecified) | 83
COc1ccc2c(c1)/C(=C1/S/C(=N/c3nnc(C)s3)NC1=O)C(=O)N2Cc1ccc(Br)cc1 | 32
CC(C)[C@H](NS(=O)(=O)C1CCC(N=NC2CCC(N(C)C)CC2)CC1)C(=O)N[C@H](CCCNC(=O)CC(=O)Nc1ccccc1Oc1ncc(C(F)(F)F)cc1Cl)C(=O)NCCOCCOCC[C@H](O)N[C@H](CCNC(=O)c1ccc(N2CCN(Cc3ccc(Cl)cc3)CC2)c([N+](=O)[O-])c1)[C@H](O)NCCOCCOCC(=O)NC(CCCCNC(=O)CN1CCN(CC(=O)O)CCN(CC(=O)O)CCN(CC(=O)O)CC1)C(=O)O (stereo partly specified) | 103
COc1cc(-c2nc(SCC(=O)Nc3nc4ccc(C)cc4s3)[nH]c(=O)c2C#N)cc(OC)c1OC | 145
CCOC(=O)[C@H](CCc1ccccc1)N[C@@H](C)C(=O)N1[C@H](C(=O)O)C[C@@H]2CCC[C@@H]21 | 104
O=C(O)CC1S/C(=N/N=C/c2nc3ccccc3s2)NC1=O (stereo unspecified) | 98
Nc1ccccc1C(=O)N/N=C/c1cccnc1 | 100
OC(CNC1CCCCC1)Cn1c2ccccc2c2ccccc21 (stereo unspecified) | 114
O=C(CCc1nnc(-c2cc(O)c(O)c(O)c2)o1)c1nc2ccccc2[nH]1 | 95
NCCNCc1ccncc1 | 87
CC/C(=C/c1cccc(OC)c1OC)c1ccncc1 | 59
CCCCCCNc1cc(C)nc2ccc(OC)cc12 | 63
Cc1ccc(-c2oc(C=Nc3ccccc3)c([N+](=O)[O-])c2-c2ccc(C)cc2)cc1 | 81
C[C@H](NC(=O)C(C)(F)F)[C@H](Oc1ccc2c(cnn2-c2cccc(C(=O)NCCCCN)c2)c1)c1ccc2c(c1)OCCO2 | 93
O=C(CSc1oc(-c2ccccc2)nc1S(=O)(=O)c1ccccc1)c1ccc(Cl)cc1 | 92
O=C1C=CN2CC=CCC2C1[C@H](O)c1ccc(Br)cc1 (stereo partly specified) | 108
Oc1nc(NCc2ccccc2)sc1/C=C1\C=Nc2ncccc21 | 36
N=C(N)c1ccc(-c2ccc(-c3ccc(-c4cccs4)s3)s2)cc1 | 100
CNC1C(OC2C(OC3C(O)C(O)C(N=C(N)N)C(O)C3N=C(N)N)OC(C)C2(O)/C=N/NC(N)=S)OC(CO)C(O)C1O (stereo unspecified) | 101
Nc1nc(N)c2n[nH]nc2n1 | 117
COc1ccc(-c2cc(C(=O)N3N=C(c4ccccc4)CC3c3cc(-c4ccccc4)nn3-c3ccccc3)c3ccccc3n2)cc1 (stereo unspecified) | 115
O=C(NCc1ccccc1)C(O)C(Cc1ccccc1)N(Cc1ccccc1)Cc1ccccc1 (stereo unspecified) | 73
CCOC(=O)CCCCc1ccc(C(=O)CCC(=O)O)cc1 | 64
CC1=C(NCCN2CCCC2)C(=O)c2c(OCc3ccccc3)cccc2C1=O | 101
Nc1c(Cl)cc2c(c1Br)C(=O)c1ccccc1C2=O | 71
Cc1ccc(S(=O)(=O)Oc2ccc(NC(=O)C3CCCCCC3)cc2)cc1 | 62
CC(=O)Oc1c(C(C)C)cccc1C(C)(C)C | 96
COc1ccc(-c2cc(-c3ccc(OC)c(OC)c3)nc(SCCCC(=O)O)n2)cc1 | 90
CCCNc1ncc2ncn(CCC)c2n1 | 106
Cc1cccc2c(=O)n3c(cc12)-c1[nH]c2ccccc2c1CC3 | 82
Cc1ccc(CN(Cc2ccc(-c3ccccc3S(C)(=O)=NC#N)cc2)C(=O)c2ccccc2Cl)cc1 (stereo unspecified) | 82
CC(C)C[C@H](NC(=O)Cn1ccc2ncccc2c1=O)B(O)O | 97
N#Cc1c(-c2cccs2)cc(-c2ccccn2)[nH]c1=O | 97
CCCCCCCCCCCCNCCC#N | 67
O=[N+]([O-])c1ccc(N2CCCC(n3cccc3)C2)c([N+](=O)[O-])c1 (stereo unspecified) | 102
Cc1cn(C(C=O)OC(C=O)CO)c(=O)[nH]c1=O (stereo unspecified) | 103
C/C(=N\Nc1nc2ccccc2s1)c1ccncn1 | -20*
Cc1ccc(N)c(C(=O)O)c1 | 110
O=Cc1cncc(-c2ccc3ncnc(N4CCc5cc(F)c(Cl)cc54)c3c2)c1 | 44
COC(=O)C1=Nc2ccc(F)cc2/C1=C\c1sc(N)nc1O | 109
CCOC(=O)COc1ccc(/C(CC)=C(/CC)c2ccc(OCC(=O)OCC)cc2)cc1 | 92
Cc1nn(-c2ccccc2)cc1/C=N/Nc1nc(Nc2ccccc2)nc(Nc2ccc(S(N)(=O)=O)cc2)n1 | 4.0*
CC(C)(C)C1=CC(=C2C=C(C(C)(C)C)C(=O)C(C(C)(C)C)=C2)C=C(C(C)(C)C)C1=O | 92
COc1ccc(-c2cn3c(ccc4ccccc43)n2)cc1 | 109
Later entries:
SMILES | HL-60(TB)
Clc1cc2nc(-c3cc(-c4ccc5c(c4)OCO5)n[nH]3)[nH]c2cc1Cl | 55
COc1ccc(-c2nnc(SCC(=O)NNC(=O)c3cc(OC)c(OC)c(OC)c3)o2)cc1 | 97
N#C/C(=C\c1ccc(-c2ccccc2F)o1)c1nc(-c2ccco2)cs1 | 91
O=C(CS(=O)(=O)c1ccccc1)c1cc2cc(Br)ccc2o1 | 110
N#CC(C#N)=C(C#N)C#N | 107
CSc1nc2c(c(=O)[nH]1)C(c1ccc(F)cc1)C=C(C(=O)O)N2 (stereo unspecified) | 112
N/C(=N\c1nc2ccccc2s1)NC(=O)NCc1cccnc1 | 79
CC1(C)C2CCC(CN=C(N)CSS(=O)(=O)O)C1C2 (stereo unspecified) | 106
COc1ccc(OC)c(C(O)P(=O)(c2ccccc2)c2ccccc2)c1 (stereo unspecified) | 95
ON=C1CCCCCCCC1 | 105&62

The last seven compounds of the part above lead into the next:
SMILES | HL-60(TB)
O=C(CS(=O)(=O)c1ccccc1)c1cc2cc(Br)ccc2o1 | 110
N#CC(C#N)=C(C#N)C#N | 107
CSc1nc2c(c(=O)[nH]1)C(c1ccc(F)cc1)C=C(C(=O)O)N2 (stereo unspecified) | 112
N/C(=N\c1nc2ccccc2s1)NC(=O)NCc1cccnc1 | 79
CC1(C)C2CCC(CN=C(N)CSS(=O)(=O)O)C1C2 (stereo unspecified) | 106
COc1ccc(OC)c(C(O)P(=O)(c2ccccc2)c2ccccc2)c1 (stereo unspecified) | 95
ON=C1CCCCCCCC1 | 105&62
COc1ccc(C(=O)Oc2ccc(C=O)cc2OC)cc1 | 102
C#Cc1nc2ccccc2c(=O)[nH]1 | -42*
COc1ccc(CCNC(=O)C(=O)[C@H](Cc2ccccc2)NC(=O)c2oc3cc(OC)c(OC)cc3c(=O)c2C)cc1 | 117
COc1ccc(C(=O)c2c(N)nc3n2CCCCC3)cc1OC | 110
C/C(Nc1ccc(Cl)c(Cl)c1)=C1\CCOC1=O | 97
Nc1cc(C(F)(F)F)ccc1-n1cnc2ccccc21 | 107
COc1ccc(N=C2OC(=O)c3ccccc32)cc1 | 81
COc1ccc(C(=O)c2cc(C)c(OC)c(C)c2)c(OC)c1NC(C)=O | -26*
O=C(COc1ccc(-c2nc3cc(Cl)c(Cl)cc3[nH]2)cc1)N=Nc1c(O)[nH]c2ccccc12 | 68
Cc1cc(N)ccc1-c1ccc(N)cc1C | 85
OCCN1CCN(CC/C=C2\c3ccccc3Sc3ccc(Cl)cc32)CC1 | 19&14
Cn1c2ccccc2c2c3c(c4c5ccc(Br)cc5oc4c21)C(=O)NC3=O | 103
COc1ccc(CN=C(N)N=C(N)N)cc1OC | 101
C=CCc1c(C)cc(C)c(C)c1O | 123
CN(C)C(=O)Oc1cc(OC(=O)N(C)C)cc(C(O)CNC(C)(C)C)c1 (stereo unspecified) | 107
CN(c1oc(-c2ccc(Cl)cc2)nc1C#N)S(=O)(=O)c1ccccc1 | 106
CCOC(=O)c1nn(-c2ccccc2)c(=O)c2c(N)c(C#N)c(-c3ccccc3)cc12 | 99
O=C(Nc1ccc(S(=O)(=O)N2CCSCC2)cc1)C(Cl)Cl | 101
CN1c2ccccc2C(=O)NC1c1ccc([N+](=O)[O-])s1 (stereo unspecified) | 96
O=C(c1ccccc1)[C@H]1[C@@H]2CCCN2[C@]2(C(=O)Nc3ccc(F)cc32)[C@]12C(=O)Nc1ccccc12 | 68
COc1ccc(-c2nnc(SCC(=O)NC3=NN=C(c4ccccc4)CS3)o2)cc1 | 91
NS(=O)(=O)c1ccc(Nc2ccnc(SCC(=O)c3ccc(-c4ccccc4)cc3)n2)cc1 | 105
CN1CCc2c(sc3ncnc(N/N=C/c4ccc(Cl)cc4)c23)C1 | 103
C=C(C)CN1C(=O)c2ccccc2C1=O | 100
CC1N=C(SCc2ccc(Cl)cc2)N2C(C)N=C(SCc3ccc(Cl)cc3)N12 (stereo unspecified) | 97
c1cc(OCCN2CCOCC2)ccc1CNc1ccc2nc(CCC3CCCCC3)[nH]c2c1 | 28
O=C(/C=C/c1c(Cl)nc2sccn12)c1ccc(F)c(F)c1 | 78
COc1cc2cc(Oc3ccc(NC(=O)Nc4ccc(F)c(C(F)(F)F)c4)cc3)c(C)nc2cc1OCCN(C)C | 94
CCC(c1ccc(OS(=O)(=O)c2ccc(F)cc2)cc1)C(CC)c1ccc(OS(=O)(=O)c2ccc(F)cc2)cc1 (stereo unspecified) | 66
CN1CCC(=C2c3ccccc3C=Cc3ccccc32)CC1 | 85
O=c1[nH]c(-c2ccc(-n3c(=O)[nH]c4ccccc4c3=O)cc2)nc(=S)[nH]1 | 104
COc1ccc(/C=C(\C#N)c2ccccc2)cc1 | 96
Clc1ccc2c(N/N=C/c3c[nH]c4ccccc34)ccnc2c1 | -35*
COc1ccc(-c2cs/c(=N\N=C\c3ccc(F)cc3)n2C)cc1 | 61
CN(C1c2ccccc2Oc2ccccc21)S(=O)(=O)c1ccc2ccccc2c1 | 85
S=C(NNC(=S)Nc1ccc(Cl)cc1)NNc1ccccc1 | 104&94
CCOC(=O)C[C@@H]1C(=O)N2CC[C@@]3(C(=O)Nc4ccc(Br)cc43)[C@@H]2C[C@H]1C(=O)OCC | 103
Cc1ccc(C)n1NC(=O)CN(C(C)C)C(C)C | 88
Oc1[nH]c2ccccc2c1N=Nc1ccccc1 | 103
O=C(NCc1ccc(Cn2c(=O)sn(-c3ccccc3)c2=O)cc1)OCc1ccc2cccc(O)c2n1 | -57*
O=C1NP(=O)(Cc2nc3ccccc3c(=O)[nH]2)Nc2ccccc21 (stereo unspecified) | 110
CC(C)CSc1nc(-c2ccc(F)cc2)c(C#N)c(N2CCOCC2)n1 | 102
CC(=O)c1cc2c(N)c(C(=O)Nc3cccc4ccccc34)sc2nc1C | -11*
CC(=O)C[N+](C)(C)C | 95
CC(=O)C(Cc1ccccc1)C(=O)c1ccccc1 (stereo unspecified) | 76
CC(C)(C)C(=O)OCOP(=O)(OCOC(=O)C(C)(C)C)C1CCCN(O)C1=O (stereo unspecified) | -21*
O=C1/C(=C/c2ccc(C(F)(F)F)cc2)COc2ccc(O)c(O)c21 | -26*
COc1ccc2c(c1)C(=O)/C(=C/c1ccc(OCC(=O)Nc3nccs3)cc1)O2 | -84*
O=C(C[n+]1cccc(Br)c1)c1ccc(I)cc1 | 98
CN(C)C(=O)COc1ccc(N)cc1 | 102
Continued:
SMILES | HL-60(TB)
COc1ccc(N)c(-c2cc3c(c4c2[nH]c2ccc(OC)cc24)CCCC3)c1 | 79
COCCCn1c(=N)c(S(=O)(=O)c2ccccc2)cc2c(=O)n3ccccc3nc21 | 103
COc1ccc(C=O)c(OC)c1 | 110
O=C(c1ccccc1)c1ccc2nc(-c3ccc(F)cc3)[nH]c2c1 | 36
NNC(=O)Oc1cccc2ccccc12 | 63
CC(CCCN1CCCC1)Nc1ccnc2cc(Cl)ccc12 (stereo unspecified) | 59
C=CC(=O)N1CCC=C(c2cc3c(N[C@H](C)c4ccccc4)ncnc3[nH]2)C1 | 72
COCCc1n(Cc2ccc3ccccc3c2)c2ccccc2[n+]1Cc1ccc2ccccc2c1 | -62*
COc1cc(-c2nnc(SC/C(=N\O)c3ccccc3)o2)cc(OC)c1OC | 80
O=C1C=CC(=O)N1c1ccccc1 | 45

Fetched one by one from the entries so far:
SMILES | HL-60(TB)
Cc1cn(C(C=O)OC(C=O)CO)c(=O)[nH]c1=O (stereo unspecified) | 103
CNC1C(OC2C(OC3C(O)C(O)C(N=C(N)N)C(O)C3N=C(N)N)OC(C)C2(O)/C=N/NC(N)=S)OC(CO)C(O)C1O (stereo unspecified) | 101
COc1cc(-c2nc(SCC(=O)Nc3nc4ccc(C)cc4s3)[nH]c(=O)c2C#N)cc(OC)c1OC | 145
CSc1nc2c(c(=O)[nH]1)C(c1ccc(F)cc1)C=C(C(=O)O)N2 (stereo unspecified) | 112
COc1ccc2c(c1)/C(=C1/S/C(=N/c3nnc(C)s3)NC1=O)C(=O)N2Cc1ccc(Br)cc1 | 32

Next results:
SMILES | HL-60(TB)
COc1ccc(-c2oc(=O)ccc2-c2cc(OC)c(OC)c(OC)c2)cc1F | 45
N=C(N)/N=C(\CCc1nc2ccccc2[nH]1)c1nc2ccccc2[nH]1 | 118
Cc1cc(C(=O)NN)no1 | 106
CC(=O)N1CC(=O)N/C(=C\c2cn(S(=O)(=O)c3ccccc3)c3ccc(C)cc23)C1=O | 102
FC(F)(F)c1ccc(-c2nc(-c3nc4ncccc4[nH]3)cc3c2[nH]c2ccccc23)cc1 | 100
CN1CC(Br)C(=O)NC1=O (stereo unspecified) | 88
COC(=O)c1ccc2c(c1)C(=O)N(c1ccc(C(=O)O)cc1)C2=O | 102
Cc1nc2sccn2c1-c1nnc(SCC(C)C)o1 | 93
CC(C)CCc1ccccc1O | 100
COC(=O)/C=C1/CC[C@H]2[C@@H]3CCC4=CC(=O)CC[C@]4(C)[C@H]3C(=O)C[C@]12C | 92
Cc1cc(Cl)nc(N(CCCNc2ccnc3cc(Cl)ccc23)Cc2cccs2)n1 | -41*
COC(=O)N1CCCC1 | 93

Bioassay records (PubChem)
